Bioassay records from PubChem BioAssay.
TbMetRS inhib = Trypanosoma brucei MetRS inhibition; purified T. brucei MetRS, ATP depletion, Kinase-Glo luminescence; inhibition, % at 11.9 µM; 360,000 compounds, 0.4% hits; AID 624268;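 active = inhibition above a per-plate cutoff of the control wells' mean inhibition plus 3 SD, cut at about 5.5% in these data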;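 note: 0% = DMSO wells median and 100% = median of wells with control inhibitor compound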
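Assay system: T. brucei methionyl-tRNA synthetase, purified | Medium: HEPES buffer with MgCl2, KCl, DTT, spermine, BSA, pyrophosphatase | Compound: 11.9 µM single point | Incubation: 15 min enzyme-compound preincubation, 2 h reaction, 10 min detection, 25 °C | Measured by: Kinase-Glo luciferase luminescence reporting remaining unconsumed ATP | Measure: % inhibition normalized to control-well medians | Replication: Singlicate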
MT1-MMP act inh = blocks activation of human MT1-MMP. HT1080 RFP-PRO-GFP cells, GFP/RFP ratio fluorescence, overnight; percent of plate control window, DMSO zero. P50281. GFP/RFP ratio change, % at 20 µM. 360,000 compounds, 0.061% hits;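 active = GFP/RFP ratio change of at least 30% with cell ATP level not reduced by more than half and red fluorescence within 50% of control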; note: strong numbers were not always called active
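Assay system – RFP-PRO-GFP reporter HT1080 cells · Compound dosing – single dose of 20 µM compound, 1% DMSO final · Incubation – overnight compound exposure at 37 °C · Measure – GFP/RFP fluorescence ratio · Benchmarks – DMSO wells and RFP-L50D-GFP cells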
CendR NRP1 mod = alters CendR peptide binding to human NRP-1; AID 602438; inhibition, % at 25 µM; FAM-RPARPAR peptide binding to NRP-1, fluorescence polarization; 360,000 compounds, 0.85% hits;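 active = inhibition or corrected inhibition above about 18%, plus a signal ratio from 0.5 to 1.5, limit read from the data, passing the limit was not always enough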; note: strong numbers were not always called active
MsrA inh = inhibits bovine methionine sulfoxide reductase A | 360,000 compounds, 0.75% hits | purified bovine MsrA, absorbance read-out | AID 651718 | inhibition, % at 15.5 µM; in the data active = inhibition above about 4.5%;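 note: 0% = vehicle wells with enzyme and 100% = reference inhibitor wells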
E coli Lon inh = inhibitors of E. coli Lon protease; P0A9M0; purified E. coli Lon protease, fluorescence polarization; inhibition, % at 7.94 µM; 360,000 compounds, 0.42% hits; AID 602123; in the data active = inhibition above about 13%, passing the limit was not always enough;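 note: 0% = enzyme with probe and DMSO and 100% = no enzyme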
PABP1 MLLE inh = inhibitors of microRNA-mediated deadenylation, human PABP1 MLLE binding; P11940; GST-MLLE / FITC-PAM2 fluorescence polarization; inhibition, % at 20 µM; 360,000 compounds, 0.36% hits; AID 588489; in the data active = inhibition above about 35%, passing the limit was not always enough;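 note: plate controls were DMSO wells with GST-MLLE for no effect and wells lacking GST-MLLE protein for full effect; some results filed as inactive read as strong as hits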
Target sequence (P11940 whole entry, looked up): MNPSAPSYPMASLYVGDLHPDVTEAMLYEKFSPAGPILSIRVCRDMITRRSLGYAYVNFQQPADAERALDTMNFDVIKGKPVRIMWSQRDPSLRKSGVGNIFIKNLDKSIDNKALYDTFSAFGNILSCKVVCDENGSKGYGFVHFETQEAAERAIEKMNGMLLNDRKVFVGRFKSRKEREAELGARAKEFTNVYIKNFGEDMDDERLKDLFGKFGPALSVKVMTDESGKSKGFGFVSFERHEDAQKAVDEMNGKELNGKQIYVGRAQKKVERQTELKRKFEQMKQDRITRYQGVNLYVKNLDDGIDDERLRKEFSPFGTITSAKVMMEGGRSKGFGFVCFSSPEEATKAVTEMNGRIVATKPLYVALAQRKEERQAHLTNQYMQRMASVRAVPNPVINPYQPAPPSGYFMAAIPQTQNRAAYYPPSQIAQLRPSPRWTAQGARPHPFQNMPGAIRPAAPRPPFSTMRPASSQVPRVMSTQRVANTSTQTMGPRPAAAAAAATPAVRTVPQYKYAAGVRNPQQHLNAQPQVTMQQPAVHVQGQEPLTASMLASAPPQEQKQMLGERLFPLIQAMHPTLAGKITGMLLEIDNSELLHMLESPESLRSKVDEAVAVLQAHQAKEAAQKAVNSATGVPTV
MsrA act = activates bovine MsrA enzyme; purified bovine MsrA, absorbance read-out; 360,000 compounds, 0.3% hits; activation, % at 10.6 µM; AID 602163; in the data active = activation above about 7.5%;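 note: 0% = vehicle and 100% = reference activator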
SKN-1 block = inhibitors of C. elegans SKN-1; 360,000 compounds, 0.49% hits; inhibition, % at 21.8 µM; C. elegans VP596 Pgst-4::GFP/RFP ratio, acrylamide-induced, 24 h;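 active = interference check ratio from 0.5 to 1.5 plus GFP to RFP signal ratio inhibition reaching or exceeding a fixed threshold, cut at about 30% in these data, passing the limit was not always enough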; note: some compounds called inactive have numbers as strong as hits
FAS-TE inh = inhibitors of human fatty acid synthase thioesterase domain. P49327. recombinant FAS-TE, OMFH fluorogenic substrate, fluorescence endpoint. inhibition, % at 15 µM. 360,000 compounds, 0.67% hits. AID 602261;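 active = compounds whose normalised, plate-corrected inhibition of enzyme fluorescence in the single-dose primary screen is 50% or more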;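 note: 0% = DMSO with enzyme and 100% = substrate without enzyme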
* marks the source's active call; other numbers are inactive results.

CSc1nnc2ccc(-c3ccc(C)cc3)nn12 was read as TbMetRS inhib -0.6, MT1-MMP act inh 7, CendR NRP1 mod -4, MsrA inh 1.4, E coli Lon inh -4, PABP1 MLLE inh -2, MsrA act -10, SKN-1 block -11 and FAS-TE inh -3.
`CCC(=O)Nc1c(-c2ccc(C)cc2)c(=O)c2ccccc2n1C` gave TbMetRS inhib -1.2, MT1-MMP act inh 1, CendR NRP1 mod -3, MsrA inh 1.8, E coli Lon inh 2, PABP1 MLLE inh -1, MsrA act -5, SKN-1 block -5 and FAS-TE inh -8.
`Cc1cccc2c(=O)n3c(nc12)CCCCC3` gave TbMetRS inhib -0.1, MT1-MMP act inh -2, CendR NRP1 mod -4, MsrA inh -1.1, E coli Lon inh 0, PABP1 MLLE inh 3, MsrA act -2, SKN-1 block -15 and FAS-TE inh -2.
`O=C(NCc1ccco1)C(=O)NCC1OCCN1S(=O)(=O)c1ccccc1` (stereo not given) gave TbMetRS inhib 0.5, MT1-MMP act inh 0, CendR NRP1 mod 3, MsrA inh -0.6, E coli Lon inh -9, PABP1 MLLE inh -6, MsrA act -5, SKN-1 block -12 and FAS-TE inh -8.
For COc1ccc(F)cc1-c1cc(C(=O)NCc2cccc(Cl)c2)[nH]n1 the results were TbMetRS inhib -0.2, MT1-MMP act inh 2, CendR NRP1 mod 3, MsrA inh -1.2, E coli Lon inh -8, PABP1 MLLE inh -11, MsrA act 3, SKN-1 block 22 and FAS-TE inh 42.
CCCN(CCC)C(=O)Cn1c(=O)n(CCC(=O)NCCc2ccccc2)c(=O)c2ccccc21 was read as TbMetRS inhib -1.0, MT1-MMP act inh 6, CendR NRP1 mod 12, MsrA inh -0.6, E coli Lon inh -6, PABP1 MLLE inh -1, MsrA act -1, SKN-1 block 19 and FAS-TE inh -4.
`CCOc1ccccc1C1CC(=O)Nc2cc(OC)c(OC)c(OC)c21` (stereo not given) gave TbMetRS inhib 0.6, MT1-MMP act inh 4, CendR NRP1 mod -1, MsrA inh 0.1, E coli Lon inh 5, PABP1 MLLE inh -3, MsrA act -3, SKN-1 block 5 and FAS-TE inh -6.
`N#C/C(=C\c1ccc(Cl)cc1)C(=O)NC1CC1` gave TbMetRS inhib -0.6, MT1-MMP act inh 0, CendR NRP1 mod -4, MsrA inh -0.9, E coli Lon inh -1, PABP1 MLLE inh 24, MsrA act -2, SKN-1 block 8 and FAS-TE inh 17.
For N#Cc1c(NC(=O)/C=C/C(=O)O)sc2c1CCN(Cc1ccccc1)C2 the results were TbMetRS inhib -0.2, MT1-MMP act inh -34, CendR NRP1 mod -149, MsrA inh 1.6, E coli Lon inh -123, PABP1 MLLE inh -78, MsrA act -2, SKN-1 block 25 and FAS-TE inh -30.
Cc1ccc(S(=O)(=O)N(C)CC(=O)N2CCOCC2)cc1 was read as TbMetRS inhib -0.1, MT1-MMP act inh -2, CendR NRP1 mod 5, MsrA inh -0.5, E coli Lon inh 0, PABP1 MLLE inh 3, MsrA act 1, SKN-1 block -10 and FAS-TE inh -5.
For COc1ccc(NC(=S)N(CCCN2CCN(C)CC2)Cc2cccs2)cc1 the results were TbMetRS inhib -0.6, MT1-MMP act inh -2, CendR NRP1 mod 1, MsrA inh 0.5, E coli Lon inh -7, PABP1 MLLE inh -55, MsrA act -3, SKN-1 block -5 and FAS-TE inh -10.
C=CCN1c2ccccc2[C@]23C[C@@H](C(=O)OC)N(C(=O)C4CCC4)C2=NC(C(=O)OC)=C(C(=O)OC)[C@H]13 was read as TbMetRS inhib -0.2, MT1-MMP act inh -3, CendR NRP1 mod 25*, MsrA inh -0.7, E coli Lon inh 1, PABP1 MLLE inh -6, MsrA act -2, SKN-1 block 7 and FAS-TE inh 32.

Sorted by molecular weight (largest number first): some entries from above.
`O=C(NCc1ccco1)C(=O)NCC1OCCN1S(=O)(=O)c1ccccc1` (stereo not given) gave TbMetRS inhib 0.5, MT1-MMP act inh 0, CendR NRP1 mod 3, MsrA inh -0.6, E coli Lon inh -9, PABP1 MLLE inh -6, MsrA act -5, SKN-1 block -12 and FAS-TE inh -8.
Cc1ccc(S(=O)(=O)N(C)CC(=O)N2CCOCC2)cc1 was read as TbMetRS inhib -0.1, MT1-MMP act inh -2, CendR NRP1 mod 5, MsrA inh -0.5, E coli Lon inh 0, PABP1 MLLE inh 3, MsrA act 1, SKN-1 block -10 and FAS-TE inh -5.
CSc1nnc2ccc(-c3ccc(C)cc3)nn12 was read as TbMetRS inhib -0.6, MT1-MMP act inh 7, CendR NRP1 mod -4, MsrA inh 1.4, E coli Lon inh -4, PABP1 MLLE inh -2, MsrA act -10, SKN-1 block -11 and FAS-TE inh -3.

(continued)
For O=C(Cc1ccccc1)NNS(=O)(=O)c1ccccc1[N+](=O)[O-] the results were TbMetRS inhib 0.5, MT1-MMP act inh 3, CendR NRP1 mod 10, MsrA inh -1.5, E coli Lon inh -9, PABP1 MLLE inh -7, MsrA act -2, SKN-1 block 13 and FAS-TE inh -6.
`CCOC(=O)C1CCN(C(=O)Cn2cc(C(=O)c3ccco3)c3ccccc32)CC1` gave TbMetRS inhib -0.8, MT1-MMP act inh 2, CendR NRP1 mod 12, MsrA inh 0.5, E coli Lon inh -5, PABP1 MLLE inh -9, MsrA act -2, SKN-1 block 9 and FAS-TE inh 0.
`Oc1ccc2ccccc2c1/C=C/c1ccc2c(Br)cc(Br)c(O)c2n1` gave TbMetRS inhib -0.5, MT1-MMP act inh 2, CendR NRP1 mod -24, MsrA inh 1.0, E coli Lon inh -35, PABP1 MLLE inh -55, MsrA act -9, SKN-1 block 3 and FAS-TE inh 21.
For CCC1CCc2sc(C(=O)N3CCCN(C)CC3)cc2C1 (stereo not given) the results were TbMetRS inhib -0.3, MT1-MMP act inh 0, CendR NRP1 mod -2, MsrA inh 0.5, E coli Lon inh -11, PABP1 MLLE inh 5, MsrA act -3, SKN-1 block 3 and FAS-TE inh -7.
Screening COc1ccc(NC(=O)/C(C#N)=C\c2cc(OC)c(OCc3ccc(C(=O)O)cc3)cc2Br)cc1 returned TbMetRS inhib 0.0, MT1-MMP act inh -1, CendR NRP1 mod -85, MsrA inh 1.3, E coli Lon inh -6, PABP1 MLLE inh -17, MsrA act -3, SKN-1 block 17 and FAS-TE inh 32.
Screening C=CCC1C=C(Cc2ccccc2)CC(CC=C)N1 (stereo not given) returned TbMetRS inhib -0.7, MT1-MMP act inh -2, CendR NRP1 mod -6, MsrA inh 1.0, E coli Lon inh -2, PABP1 MLLE inh 5, MsrA act -3, SKN-1 block 5 and FAS-TE inh -4.
For CCOc1ccccc1Nc1nnc(C)c(=O)[nH]1 the results were TbMetRS inhib -1.4, CendR NRP1 mod 2, MsrA inh -2.1, E coli Lon inh -10, PABP1 MLLE inh -4, MsrA act -12, SKN-1 block 10 and FAS-TE inh -9.
For COc1ccc(C(CC(=O)N2CCCC2)C(C)C)cc1 (stereo not given) the results were TbMetRS inhib -0.2, MT1-MMP act inh -1, CendR NRP1 mod 5, MsrA inh -1.0, E coli Lon inh 0, PABP1 MLLE inh 2, MsrA act -8, SKN-1 block -4 and FAS-TE inh 1.
Screening CC1CC(C)CN(S(=O)(=O)c2ccc3c(c2)oc(=O)n3CC(=O)NCc2cccnc2)C1 (stereo not given) returned TbMetRS inhib 2.0, MT1-MMP act inh -4, CendR NRP1 mod 6, MsrA inh 2.4, E coli Lon inh -2, PABP1 MLLE inh -8, MsrA act -2, SKN-1 block 3 and FAS-TE inh -4.
CC(=O)c1sc(-c2ccccc2Cl)nc1C was read as TbMetRS inhib -0.3, MT1-MMP act inh 2, CendR NRP1 mod 9, MsrA inh -0.2, E coli Lon inh -3, PABP1 MLLE inh -9, MsrA act -5, SKN-1 block 0 and FAS-TE inh -3.
For CCCc1cc2c(cc1N(C)S(=O)(=O)c1ccccc1)OCO2 the results were TbMetRS inhib -0.3, MT1-MMP act inh -7, CendR NRP1 mod 12, MsrA inh 2.0, E coli Lon inh -5, PABP1 MLLE inh 16, MsrA act -1, SKN-1 block 9 and FAS-TE inh 20.
`O=C(COC(=O)c1ccc(Br)cc1)NCc1ccccc1` gave TbMetRS inhib 0.5, MT1-MMP act inh 3, CendR NRP1 mod -12, MsrA inh -0.2, E coli Lon inh 4, PABP1 MLLE inh 6, MsrA act 0, SKN-1 block -1 and FAS-TE inh -3.
COc1cc(CCCN2C(=O)C(=O)NC[C@@H]2c2ccccc2)cc(OC)c1OC was read as TbMetRS inhib 0.1, MT1-MMP act inh 1, CendR NRP1 mod -6, MsrA inh -0.9, E coli Lon inh -2, PABP1 MLLE inh -12, MsrA act -2, SKN-1 block 9 and FAS-TE inh -7.
For COc1ccccc1NC(=O)COC(=O)Cn1cnc2c1c(=O)n(C)c(=O)n2C the results were TbMetRS inhib 0.1, MT1-MMP act inh -1, CendR NRP1 mod 1, MsrA inh 0.0, E coli Lon inh 1, PABP1 MLLE inh -4, MsrA act -3, SKN-1 block -3 and FAS-TE inh -9.
For Cc1cc(C)c(-c2c(O)c3cccnc3n(C)c2=O)c(C)c1 the results were TbMetRS inhib -0.7, MT1-MMP act inh -1, CendR NRP1 mod -11, MsrA inh 1.3, E coli Lon inh 3, PABP1 MLLE inh -2, MsrA act -5, SKN-1 block -11 and FAS-TE inh -9.
Screening Nc1nc2ncc(-c3ccsc3)c(N)n2n1 returned TbMetRS inhib 0.4, MT1-MMP act inh 0, CendR NRP1 mod 8, MsrA inh 1.4, E coli Lon inh -2, PABP1 MLLE inh 0, MsrA act -7, SKN-1 block 1 and FAS-TE inh -4.
For CCOC(=O)c1ccn(-c2nc(-c3ccco3)cc(C(F)(F)F)n2)n1 the results were TbMetRS inhib -0.2, MT1-MMP act inh -3, CendR NRP1 mod -4, MsrA inh 2.5, E coli Lon inh 1, PABP1 MLLE inh 3, MsrA act -1, SKN-1 block -2 and FAS-TE inh 4.
For C#CCNC(=O)C1=C[C@@H](c2ccc(C#C)cc2)C[C@@H](OCc2ccc(CO)cc2)O1 the results were TbMetRS inhib 0.4, MT1-MMP act inh 1, CendR NRP1 mod -8, MsrA inh 0.5, E coli Lon inh -1, PABP1 MLLE inh 7, MsrA act -1, SKN-1 block -7 and FAS-TE inh -4.
For COc1cc2c3c(c1)c(C1=NC(=S)NC1=O)c(O)n3C(C)(C)C=C2C the results were TbMetRS inhib 0.3, MT1-MMP act inh -1, CendR NRP1 mod -1, MsrA inh -0.8, E coli Lon inh -5, PABP1 MLLE inh 6, MsrA act 3, SKN-1 block -5 and FAS-TE inh -5.
`Cc1ccccc1NC(=O)c1ccc(-n2cncn2)nc1` gave TbMetRS inhib -0.2, MT1-MMP act inh -5, CendR NRP1 mod 5, MsrA inh 0.8, E coli Lon inh -2, PABP1 MLLE inh 4, MsrA act -3, SKN-1 block 19 and FAS-TE inh -8.
For C[C@H](O)[C@@H]1C(=O)N2CCc3c([nH]c4ccccc34)[C@@H]2C[C@@H]1N(C)C(=O)Nc1cc(Cl)cc(Cl)c1 the results were TbMetRS inhib 71*, MT1-MMP act inh 4, CendR NRP1 mod -2, MsrA inh 1.4, E coli Lon inh -2, PABP1 MLLE inh -6, MsrA act -4, SKN-1 block 7 and FAS-TE inh 19.
